# Compound activity deposited in PubChem by The Scripps Research Institute Molecular Screening Center.
# OX1R antag-1: OX1R (HCRTR1) antagonists, primary screen, fluorescence, CHO/OX1R cells, Fluo-8 calcium, orexin A. inhibition, % at 5 µM. Fluo-8 calcium fluorescence. AID 434989, 2010. hit rate 0.43% among 330,000;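 active = inhibition above its plate's threshold, mean inhibition of all tested compounds on the plate plus 3 SD, cut at about 37% in these data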;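 also: 0% = orexin A challenge wells and 100% = SB-334867-A antagonist wells; not every result past the cut was called active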
# Target sequence (O43613 whole entry, looked up): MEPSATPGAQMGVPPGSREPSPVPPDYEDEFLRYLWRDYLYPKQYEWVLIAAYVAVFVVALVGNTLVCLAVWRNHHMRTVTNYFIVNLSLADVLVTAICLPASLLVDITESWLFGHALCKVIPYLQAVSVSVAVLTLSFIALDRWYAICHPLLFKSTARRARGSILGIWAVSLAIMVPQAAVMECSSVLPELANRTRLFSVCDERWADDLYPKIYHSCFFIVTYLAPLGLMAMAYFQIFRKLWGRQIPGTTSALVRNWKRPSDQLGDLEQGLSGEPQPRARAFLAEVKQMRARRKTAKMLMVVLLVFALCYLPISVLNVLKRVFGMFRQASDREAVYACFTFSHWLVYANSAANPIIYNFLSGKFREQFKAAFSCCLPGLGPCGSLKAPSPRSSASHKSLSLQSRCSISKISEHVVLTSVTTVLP
# OX1R antag-2: antagonists of human orexin 1 receptor (OX1R); OX1R-expressing cells, FRET antagonist read-out; inhibition, % at 6.6 µM; hit rate 1.8% among 330,000; AID 485270, 2010; in the data active = inhibition mostly above about 38%, no sharp cut-off; inactive = mostly below about 40%;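 also: 0% = agonist challenge alone and 100% = reference antagonist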
# Starred values were filed as active, the others as inactive.
# The line under a structure holds: OX1R antag-1 | OX1R antag-2
Cc1cc(-c2nnc(CCC(=O)N3CCN(Cc4cccc(F)c4)CC3)o2)c(C)o1
    -17 | 4
COc1ccc(OC)c(NC(=O)c2ccccc2NS(=O)(=O)c2cccc3cccnc23)c1
    6 | 64*
O=C(NCC(c1ccco1)N1CCCC1)c1cccc(NS(=O)(=O)c2ccc(Br)cc2)c1 (configuration not stated)
    -12 | 11
CCCc1ccc(OCc2ccc(C(=O)O)o2)c(OC)c1
    -22 | 21
COc1ccc(OC)c2[nH]c(=O)c(CCNC(=O)c3cccs3)cc12
    -9 | 3
CCOC(=O)c1c(C)[nH]c(C(=O)OCC(=O)Nc2ccc(OCC)cc2)c1C
    -13 | 12
CSc1cccc(NC(=O)CN(c2cc(C)ccc2C)S(C)(=O)=O)c1
    26 | 19
Cc1ccc(C(=O)C(C)N2C(=O)NC(C)(c3ccccc3)C2=O)cc1 (configuration not stated)
    -14 | 7
CCSc1ccc([C@@H]2[C@H]3C(=O)N(CC)C(=O)[C@H]3[C@]3(C(=O)OC)CCCCN23)cc1OC
    32 | 84*
O/N=C(\Cc1cscn1)c1ccc(O)cc1O
    2 | 12
CC(C)(C)NCC1(CO)SC(N)=NC1=O (configuration not stated)
    1 | 12
O=c1c2ccccc2nc2oc3ccccc3n12
    -12 | -8
COc1ccc(C2C=C(c3ccc(Br)cc3)Nc3nc(N4C(=O)CCC4=O)nn32)cc1 (configuration not stated)
    -13 | 17
COc1ccccc1CC(=O)NC1CCCc2ccccc21 (configuration not stated)
    -25 | 9
O=c1c2nncn2c2cccnc2n1CCNc1ncc(C(F)(F)F)cc1Cl
    -3 | 22

# Entries of single compounds, quoted from the list.
# Shown for `CSc1cccc(NC(=O)CN(c2cc(C)ccc2C)S(C)(=O)=O)c1` : OX1R antag-1: 26; OX1R antag-2: 19
# Shown for `COc1ccc(OC)c(NC(=O)c2ccccc2NS(=O)(=O)c2cccc3cccnc23)c1` : OX1R antag-1: 6; OX1R antag-2: 64*

# The listing picks up, starting 4 compounds before the break.
# The line under a structure holds: OX1R antag-1 | OX1R antag-2
O=c1c2ccccc2nc2oc3ccccc3n12
    -12 | -8
COc1ccc(C2C=C(c3ccc(Br)cc3)Nc3nc(N4C(=O)CCC4=O)nn32)cc1 (configuration not stated)
    -13 | 17
COc1ccccc1CC(=O)NC1CCCc2ccccc21 (configuration not stated)
    -25 | 9
O=c1c2nncn2c2cccnc2n1CCNc1ncc(C(F)(F)F)cc1Cl
    -3 | 22
Cc1ccc(OP(=O)(Nc2c(C)n(C)n(-c3ccccc3)c2=O)Oc2ccc(C)cc2)cc1
    -32 | 11
CCC(CC)C1C(C#N)=C(N)Oc2n[nH]c(C)c21 (configuration not stated)
    -5 | 12
Cc1ccc(-c2nc3ccccc3[nH]c2=O)cc1
    -25 | 27
CN(C(=O)c1cccnc1)c1nnc(-c2cccnc2)s1
    -20 | 15
C=C(C)C1CC=C(C)/C(=N/NC(=O)c2ccccc2[N+](=O)[O-])C1 (configuration not stated)
    -15 | 18
COc1ccccc1Nc1nc(-c2ccc([N+](=O)[O-])cc2)nc2ccccc12
    -17 | 9
C#CCOC(=O)C1C2C=CC(C2)C1C(=O)O (configuration not stated)
    -18 | -1
COc1ccc(CNC(=O)CSc2ccc(Br)cc2)cc1OC
    -12 | 21
CCOC(=O)c1cc(C#N)c(Oc2cccc(C(F)(F)F)c2)nc1-c1ccccc1
    -41 | 11
CCOc1ccccc1NC(=O)CN(c1ccc(C)cc1)S(=O)(=O)c1c(C)noc1C
    2 | 38
O=C(c1cc(-c2ccccn2)nc2ccc(Br)cc12)N1CCN(S(=O)(=O)c2ccccc2)CC1
    -40 | 13
COc1ccc2c(C(=O)CN3CCN(CCO)CC3)c[nH]c2c1
    2 | 6
O=S1(=O)c2ccccc2Nc2ccccc21
    -9 | 10
Cc1ccc(S(=O)(=O)NCC2CCC(C(=O)NCc3ccc4c(c3)OCO4)CC2)cc1 (configuration not stated)
    -4 | 14
CCOc1cccc2cc(-c3csc(NC(=O)CCC(=O)NCCN4CCCCC4C)n3)c(=O)oc12 (configuration not stated)
    -12 | 21
CSc1ccc(S(=O)(=O)Nc2cccc(F)c2)cc1
    -12 | 11
O=[N+]([O-])c1ccc(OCC(O)CNC2CCCC2)cc1 (configuration not stated)
    -19 | 16
Cc1nonc1NC(=O)CSc1ccc(-c2ccccc2)nn1
    -28 | 15
CCCn1c(=O)c2c(nc(Br)n2CCC)n(C)c1=O
    -14 | 9
CCOc1cc(S(=O)(=O)NCCCn2ccnc2)ccc1Cl
    -11 | 1
COc1ccc(C)cc1NC(=O)C(OC(=O)C1=NNC(=O)CC1)c1ccccc1 (configuration not stated)
    -18 | -1
CCOc1ccccc1N1CN(Cc2ccccc2)CNC1=S
    -15 | -3
COc1ccc(C(OC(=O)c2ccco2)C(=O)NC2CCCC2)cc1 (configuration not stated)
    -21 | 11
COc1ccc(C2OC34CCCCC3C(C#N)(C#N)C2(C#N)C(=N)O4)cc1 (configuration not stated)
    5 | 51
C=CCC1NS(=O)(=O)O[C@H](CCCC)[C@@H]1O (some centres not stated)
    -14 | 13
COc1ccccc1NC(=O)COC(=O)c1cc2ccccc2cc1O
    -11 | 9
CCOC(=O)c1c(CC(C)C)csc1NC(=O)c1ccccc1C(=O)O
    -17 | 41
COc1cccc(-c2sc3ccc(OC)cc3c2C#CCC(C)O)c1 (configuration not stated)
    -13 | 5
CCOc1c(Nc2ccc(C(C)C)cc2)c(=O)c1=O
    -8 | 16
Cc1ccc2cc(CN(C(=O)c3ccco3)c3ccccc3)c(=O)[nH]c2c1
    -23 | 25
CCC(C)C1Nc2ccc(C(=O)NCc3ccc4c(c3)OCO4)cc2NC1=O (configuration not stated)
    -33 | 10
NC(=O)C(CC(=O)O)NC(=O)[C@@H]1CCOc2c(I)cc([N+](=O)[O-])cc2C(=O)N[C@@H](CCC(=O)O)C(=O)N[C@@H](CO)C(=O)N1 (some centres not stated)
    2 | 70*
COc1ccc(Cl)cc1NC(=O)CN(C)C(=O)Cc1ccsc1
    -28 | 13
COc1ccc(N(C)C(=O)c2cn(CC(C)C)c(=O)c3cc(OC)c(OC)cc23)cc1
    -16 | 2
COc1ccccc1C(=O)NC(CCSC)C(=O)OCC(=O)NC(=O)NCc1ccco1 (configuration not stated)
    -21 | 16
O=C(C1CCCO1)N1CCN(C(=S)Nc2ccc(Br)cc2)CC1 (configuration not stated)
    -5 | 20
COc1ccc2nc3c(cc2c1)c(NC(=O)CC(C)C)nn3CC(C)C
    -29 | -4
CCCn1c(SCC(=O)Nc2ccccc2C(=O)NC2CC2)n[nH]c1=O
    -9 | 8
CC(=O)Nc1cccc(C(=O)Nc2cccc3ncccc23)c1
    -9 | 10
Cc1ccsc1/C=C(\C#N)C(=O)Nc1c(C)n(C)n(-c2ccccc2)c1=O
    -7 | 20
COc1ccccc1-c1nnc(SC)n1C
    -15 | 10
COc1ccccc1NC(=S)Nc1cccc(F)c1
    -7 | 12
CCOc1cc(C)ccc1OCc1nnc(SCC(=O)c2cccc([N+](=O)[O-])c2)n1CC
    -24 | 0
O=C(c1ccccc1)C1CCN(c2ncccc2[N+](=O)[O-])CC1
    -6 | 9
CCOc1ccc(CC(=O)N2CCC3(CC2)NCCc2[nH]cnc23)cc1
    3 | 5
CC1CCCCC1NC(=O)C1CCC(CNc2c(N3CCCCC3)c(=O)c2=O)CC1 (configuration not stated)
    -6 | 1
O=C(Cn1cc[n+](CC(=O)c2ccc(Cl)cc2Cl)c1)c1ccc(Cl)cc1Cl
    -15 | 3
CC(=O)CC(C)(C)n1nnc(-c2ccccc2)n1
    -13 | 12
c1ccc(COn2nnc3ccccc32)c(COn2nnc3ccccc32)c1
    20 | 44
Cc1ccc(C)c(N2CCN(Cc3nnnn3C3CCCCC3)CC2)c1
    -32 | -2
Cc1ccc(S(=O)(=O)CCC(=O)Nc2ccc3nc(C)sc3c2)cc1
    -38 | 15
COc1ccc(/C=C2\Oc3cc(OCC(=O)N4CCC(C(=O)O)CC4)ccc3C2=O)c(OC)c1
    -13 | 18
CC(N)C(=O)NC(C(=O)N1CCCC1C(=O)NC(c1ccccc1)c1ccccc1)C(C)C (configuration not stated)
    -11 | -2
Cc1ccc(N(CC(=O)NC(C)c2ccccc2)S(=O)(=O)c2c(C)n[nH]c2C)cc1 (configuration not stated)
    -20 | 31
COc1ccc(C2CC(C(F)(F)F)n3nc(C(=O)NCCCn4ccnc4)cc3N2)cc1OC (configuration not stated)
    -26 | 12
CN(CCN1CCOCC1)Cc1nc(-c2ccc(Cl)cc2)no1
    -10 | 17
Cc1ccc(-c2cc(C(=O)NC3CCCC3)no2)cc1
    -20 | 13
CC(C)CN(C(=O)c1cccc([N+](=O)[O-])c1)c1c(N)n(CC(C)C)c(=O)[nH]c1=O
    -31 | 23
CCn1c(=O)c(C(=O)NCCc2ccc(Cl)cc2)c(O)c2ccccc21
    -46 | 11
Nc1c(C(=O)c2ccc(Cl)cc2)oc2ccccc12
    0 | 26

# Continued; it opens with the 6 that closed the last part.
# The line under a structure holds: OX1R antag-1 | OX1R antag-2
COc1ccc(C2CC(C(F)(F)F)n3nc(C(=O)NCCCn4ccnc4)cc3N2)cc1OC (configuration not stated)
    -26 | 12
CN(CCN1CCOCC1)Cc1nc(-c2ccc(Cl)cc2)no1
    -10 | 17
Cc1ccc(-c2cc(C(=O)NC3CCCC3)no2)cc1
    -20 | 13
CC(C)CN(C(=O)c1cccc([N+](=O)[O-])c1)c1c(N)n(CC(C)C)c(=O)[nH]c1=O
    -31 | 23
CCn1c(=O)c(C(=O)NCCc2ccc(Cl)cc2)c(O)c2ccccc21
    -46 | 11
Nc1c(C(=O)c2ccc(Cl)cc2)oc2ccccc12
    0 | 26
CCN(CC)S(=O)(=O)c1ccc(C(=O)Nc2cc(C)cc(C)c2)cc1
    -10 | 20
O=C1COc2ccc3ccccc3c21
    3 | -10
O=C(CCN1CCN(c2ccc(Cl)cc2)CC1)Nc1nccs1
    -7 | 9
Cc1ccc(S(=O)(=O)Nc2ccc(-c3nnc(SCC#N)n3C)cc2)cc1
    -1 | 15
C#CCOCCOCCOCCNc1nc(N2CCN(C(=O)C([C@@H](C)CC)n3cc(C(N)Cc4ccc(O)cc4)nn3)CC2)nc(N2CCN(C(=O)[C@H](CCC(=O)O)n3cc(C(N)Cc4ccc(O)cc4)nn3)CC2)n1 (some centres not stated)
    -8 | 9
O=C(O)Cn1cc(C(=S)N2CCCCC2)c2ccccc21
    -20 | 7
Cc1nc(CC(=O)c2c(C)cc(O)cc2O)cs1
    -5 | 1
Cn1nc2c3ccccc3n(Cc3ccccc3)c2nc1=S
    -26 | 8
O=C(O)c1ccc2c(c1)C(=O)N(CCCCCCCN1C(=O)c3ccc(C(=O)O)cc3C1=O)C2=O
    4 | 27
COC(=O)c1ccc(Cn2cc(Cl)cn2)cc1
    -8 | 4
O=C(NCc1cccs1)C1CC(c2ccc(Cl)cc2)=NO1 (configuration not stated)
    -27 | 8
Cc1ccccc1-n1c(Cn2c(=O)sc3ccccc32)nnc1SC(C)C
    -30 | 7
CC(C)(C)c1cc(-c2n[nH]c(=S)n2-c2ccc(Cl)cc2)n[nH]1
    -7 | 16
COc1cc(C(=O)OCC(=O)N2CCOCC2)c([N+](=O)[O-])cc1OC
    -20 | 31
Cc1cc(=O)oc2cc(NC(=O)CC3(CC(=O)O)CCCC3)ccc12
    -6 | 18
CCCCc1nc2sc3c(c2c(=O)[nH]1)CCC3
    -24 | 8
C#CCSc1nnc(-c2ccc([N+](=O)[O-])cc2)o1
    -3 | 51*
O=C(Nc1ccc(Nc2ccccc2)cc1)c1cc([N+](=O)[O-])ccc1Cl
    6 | 8
O=C(CSc1ccc(-c2nc3ccccc3[nH]2)cn1)N1CCN(C(=O)c2ccco2)CC1
    -6 | 15
Cc1ccc(NC(=O)COC(=O)/C=C/c2ccc(Br)o2)cc1S(=O)(=O)N(C)C
    -28 | 4
NC(=S)Nc1ccc(C(F)(F)F)cc1Cl
    -10 | 13
CCCCN(C(=O)COC(=O)CSc1cc(C)c2ccccc2n1)c1c(N)n(CCC)c(=O)[nH]c1=O
    -18 | 20
COc1ccc(OC)c(C(=O)N/N=C/c2ccccn2)c1
    -15 | 5
COc1ccccc1NS(=O)(=O)c1cccc(C(=O)OCc2nc3ccccc3s2)c1
    -5 | 44
Cn1c(=O)c(-c2ccccc2N)nc2ccccc21
    -1 | 24
CCC(=O)Nc1ccc(C(=O)c2ccccc2)cc1
    -4 | 14
O=C(CCNC(=O)c1ccc(Cl)cc1)NCCCN1CCOCC1
    -20 | 9
Cc1cc(C)n2nc(C(=O)NCc3ccco3)nc2n1
    -20 | 18
O=C(NC1CCCC1)C1CCN(C(=O)c2ccccc2Cl)CC1
    2 | 11
CCN=C1S/C(=C\c2ccc(OCC)c(OC)c2)C(=O)N1CC
    -33 | 12
COCCCN=Cc1c(-c2ccccc2)[nH]n(-c2nc3ccccc3s2)c1=O
    -21 | 13
O=C(CSc1nnc(NC2CCCCC2)s1)NC1CCS(=O)(=O)C1 (configuration not stated)
    -11 | 16
CC[C@@](C)(NS(=O)(=O)OCC(Cl)(Cl)Cl)c1ccccc1
    -20 | 16
CCCn1nnnc1NC(=O)c1ccc(C)cc1Cl
    -9 | -5
CCOC(=O)CC(=O)Nc1ccc(C(=O)OCC)cc1
    -26 | 10
COc1cccc(C2CC(c3ccccc3Cl)n3nc(N)nc3N2)c1 (configuration not stated)
    0 | 14
CCc1nc(N2CCN(C(=O)c3ccco3)CC2)c2oc3ccccc3c2n1
    -10 | 51*
NC(=S)NNC(=O)COc1ccccc1O
    1 | 12
CCC(=O)c1ccc(OCC(=O)NC2CCN(Cc3ccccc3)CC2)cc1
    -26 | 2
C[C@H](CO)N1C[C@H](C)[C@@H](CN(C)C(=O)Nc2ccc(C(F)(F)F)cc2)Oc2c(NC(=O)C3CCCCC3)cccc2C1=O
    -18 | 3
